# Screens from PubChem BioAssay.
# Bcl-xL primary = inhibitors of human Bcl-xL; Q07817; GST-Bcl-xL / FITC-Bim BH3 peptide fluorescence polarization; inhibition, % at 10.9 µM; actives 0.7% (n = 320,000); AID 2129;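 active means inhibition above the mean of all tested compounds plus 3 SD, cutoff set per campaign, cut at about 30% in these data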;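 further: 0% = DMSO wells and 100% = unlabeled Bim-BH3 peptide competitor; inhibitors lower millipolarization by displacing the labeled peptide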
# Target sequence (Q07817 whole entry, looked up): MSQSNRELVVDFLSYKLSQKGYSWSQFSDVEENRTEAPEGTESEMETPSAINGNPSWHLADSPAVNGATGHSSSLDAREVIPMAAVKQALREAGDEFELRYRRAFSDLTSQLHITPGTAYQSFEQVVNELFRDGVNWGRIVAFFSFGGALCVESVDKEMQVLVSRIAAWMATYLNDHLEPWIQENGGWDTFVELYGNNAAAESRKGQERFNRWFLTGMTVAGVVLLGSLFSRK
# PME-1 primary = PME-1 (human) inhibition; inhibition, % at 5.9 µM; Q9Y570; AID 2130; actives 0.53% (n = 320,000); recombinant PME-1, FP-Rh probe fluorescence polarization;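 active means inhibition above the campaign mean of all compounds plus 3 SD, cut at about 26% in these data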;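 further: competitive labeling of PME-1 active site by serine hydrolase directed probe; 0% = PME-1 with DMSO and 100% = wells lacking PME-1 enzyme; inhibitors block probe labeling so polarization falls and inhibition rises; many of its hits are not listed in these tables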
# Target sequence (Q9Y570 whole entry, looked up): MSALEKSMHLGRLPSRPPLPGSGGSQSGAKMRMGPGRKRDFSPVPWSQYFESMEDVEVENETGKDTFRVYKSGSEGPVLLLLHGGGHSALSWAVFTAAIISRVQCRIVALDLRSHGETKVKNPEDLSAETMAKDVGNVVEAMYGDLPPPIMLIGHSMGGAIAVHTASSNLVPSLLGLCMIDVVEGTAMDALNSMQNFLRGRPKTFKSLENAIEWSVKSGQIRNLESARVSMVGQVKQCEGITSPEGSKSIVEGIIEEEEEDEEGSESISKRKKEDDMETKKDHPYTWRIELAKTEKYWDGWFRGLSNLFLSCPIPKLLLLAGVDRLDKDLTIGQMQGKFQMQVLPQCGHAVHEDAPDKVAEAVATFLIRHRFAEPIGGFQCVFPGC
# TPT1 inhibitor = C. albicans TPT1 enzyme inhibition | AID 1962 | inhibition, % at 5 µM | actives 0.81% (n = 300,000) | recombinant caTPT1, FP RNA substrate dephosphorylation;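 active means inhibition above the mean of all tested compounds plus 3 SD, set per screening campaign, cut at about 24% in these data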;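 further: plate controls were DMSO alone for no effect and ferristatin control at 100 nM for full effect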
# PAD4 inh = inhibitors of human PAD4; Q9UM07; inhibition, % at 6.36 µM; actives 0.41% (n = 330,000); recombinant PAD4, RCA probe fluorescence polarization;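 active means percent inhibition above a cutoff equal to the mean of all tested compounds plus 3 SD, cut at about 15% in these data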;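 further: 0% = PAD4 with RCA probe and DMSO and 100% = probe without PAD4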
# GSTO1 inh = counter-screen for RBBP9 inhibitors: inhibitors of human GSTO1. P78417. recombinant GSTO1, activity-based probe fluorescence polarization. inhibition, % at 5.96 µM. actives 1.1% (n = 300,000). AID 1974;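 active means inhibition above the campaign mean inhibition plus 3 SD, cut at about 35% in these data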;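 further: 0% = GSTO1-1 with DMSO and 100% = wells lacking GSTO1-1 enzyme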
# Fam108B counter = blocks mouse Fam108B hydrolase in RBBP9 counter-screen | recombinant Fam108B, FP-Rh probe fluorescence polarization | inhibition, % at 9.51 µM | actives 0.33% (n = 300,000);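 active means inhibition above the screen mean inhibition plus 3 SD, computed separately per campaign, cut at about 18% in these data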;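 further: inhibitors lower polarization as less probe binds the enzyme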
# GLD-1 TGE inh = GLD-1-TGE RNA interaction inhibition (C. elegans). Q17339. purified GLD-1 + fluorescein TGE RNA, fluorescence polarization. inhibition, % at 5.96 µM. actives 0.44% (n = 320,000). AID 2280;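 active means percent inhibition above a per-plate cutoff, the plate mean of test compounds plus 3 SD, cut at about 30% in these data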;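 further: 0% = DMSO wells with GLD-1 and probe and 100% = wells lacking GLD-1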
# MEX-5 binding = C. elegans MEX-5 TCR-2 RNA binding activity | Q9XUB2 | MEX-5/FITC-TCR2 RNA binding, fluorescence polarization; stronger effect = lower value | activity score (negative = inhibition of binding), % at 10 µM | actives 0.38% (n = 300,000);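 active means inhibition past about -25% in most replicates, and total fluorescence under double the plate's negative control median, limit read from the data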;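 further: 0% = DMSO and -100% = 5 µM competing unlabeled TCR2 RNA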
# MCL1 BIM primary = inhibitors of human MCL1 binding to BIM-BH3 peptide. AID 2057. actives 0.68% (n = 320,000). inhibition, % at 10.9 µM. Q07820. GST-MCL1 / FITC-Bim-BH3 fluorescence polarization;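 active means inhibition above the mean inhibition of all tested compounds plus 3 SD, set per campaign, cut at about 40% in these data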;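 further: 0% = DMSO wells and 100% = unlabeled Bim-BH3 peptide control; higher means more loss of mP so more displacement of Bim peptide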
# Target sequence (Q07820 whole entry, looked up): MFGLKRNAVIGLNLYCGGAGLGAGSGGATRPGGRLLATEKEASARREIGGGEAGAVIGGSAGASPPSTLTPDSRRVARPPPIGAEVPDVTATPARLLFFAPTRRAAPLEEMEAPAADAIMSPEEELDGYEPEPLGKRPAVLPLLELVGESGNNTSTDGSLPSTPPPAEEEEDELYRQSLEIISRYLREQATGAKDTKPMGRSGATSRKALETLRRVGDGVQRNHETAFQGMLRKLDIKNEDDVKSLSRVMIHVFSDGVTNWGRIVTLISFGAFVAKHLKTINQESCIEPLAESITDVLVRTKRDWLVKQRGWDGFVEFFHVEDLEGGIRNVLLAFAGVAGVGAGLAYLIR
# Starred values were filed as active, the others as inactive; . = no result given.
SMILES,Bcl-xL primary,PME-1 primary,TPT1 inhibitor,PAD4 inh,GSTO1 inh,Fam108B counter,GLD-1 TGE inh,MEX-5 binding,MCL1 BIM primary
COc1ccc(C(=O)Nc2cc(C)nc3ccccc23)cc1OC,12,-2,-1,1,1,-1,-3,1.6,2
O=C1Oc2ccccc2C2(O)C3CCCCCC3C12 (configuration not stated),2,-5,-2,-1,3,0,0,-2.2,-6
c1ccc(N2CCN(c3nc4ccccc4n4cnnc34)CC2)cc1,7,9,-5,-2,5,1,-5,2.3,-3
O=c1c(-c2n[nH]c(=S)o2)cccn1Cc1ccccc1,-21,-4,-7,-6,7,2,-4,0.8,-5
CCCNC(=O)NC(=O)COC(=O)c1oc2ccc(OCC)cc2c1C,6,-6,-2,1,7,-3,1,-0.7,-2
CC(=O)c1ccccc1NC(=O)CCCNC(=O)c1ccc(Cl)cc1,1,-1,5,-2,-1,2,-1,-1.0,2
CC1CN(C(=O)c2ccc3c(c2)OCO3)CC(C)O1 (configuration not stated),3,-2,-2,0,-7,2,4,0.8,8
O=C(O)C1CCN(C(=O)COc2ccc3c4c(c(=O)oc3c2)CCC4)CC1,8,5,-2,-2,-1,2,5,-3.4,2
Cn1c(=O)[nH]c2ccc([N+](=O)[O-])nc21,-1,3,0,1,0,3,3,-0.8,2
CN(C)CC(O)COc1ccc(C(C)(C)c2ccc(OCC(O)CN(C)C)cc2)cc1 (configuration not stated),6,8,-2,3,0,-2,5,-5.4,8
CCOC(=O)CSc1nc2ccccc2c(=O)n1Cc1ccco1,4,3,-1,2,2,1,3,-0.5,4
Nc1nc(Nc2ccc(Cl)cc2)n[nH]1,4,2,6,-4,7,0,-2,1.9,2
C=CCOc1cc(C)nc(-c2ccccc2O)n1,4,0,-2,-6,-4,-1,1,-0.9,1
O=S(=O)(/C=C/c1ccccc1)N1CCN(c2cccc(Cl)c2)CC1,4,2,1,-6,4,-2,5,-0.4,3
CCCC1S/C(=N/N=C/c2cccs2)NC1=O (configuration not stated),8,-2,-1,-2,-7,2,1,1.3,-1
COc1ccc(C2CC(c3ccccc3)=NN2S(=O)(=O)c2ccccc2)c(OC)c1 (configuration not stated),7,-1,-3,0,1,-8,3,3.4,10
CN(C)c1ccc(/C=C(\NC(=O)c2ccccc2)C(=O)NCCCN2CCOCC2)cc1,-7,-2,18,-4,3,-1,-10,-0.9,-19
Cc1ccc(C(=O)CC(C(=O)O)n2cccn2)cc1 (configuration not stated),3,-1,0,2,-3,-3,12,-1.1,-2
COc1cc(NC(=O)c2ccc3c(c2)OCO3)ccc1NC(=O)c1cccs1,2,5,0,4,-3,1,6,-0.9,-2
Cc1ccc(S(=O)(=O)N(C)/C(=N/S(=O)(=O)c2ccccc2)c2ccccc2)cc1,3,2,-3,-1,1,-4,4,0.4,5
Cc1cccc(OCC(=O)O/N=C(\N)c2ccccn2)c1C,-1,-4,2,-1,-5,-1,-1,-1.7,-5
COC(=O)C(C)NC(=O)c1cn(-c2ccccc2OC)c(=O)c2ccccc12 (configuration not stated),1,-1,3,-1,0,-2,0,1.9,-2
CCc1ccc(C(=O)CC2(O)C(=O)N(CN3CCOCC3)c3ccccc32)cc1 (configuration not stated),4,1,-4,0,1,3,5,.,7
CN1CCN(c2ccc(Cl)cc2NC(=O)c2cccc(S(=O)(=O)N(C)C)c2)CC1,-2,5,0,-1,6,3,5,-1.2,-12
CCC(=O)Nc1cccc(C(=O)OCC(=O)c2ccccc2Cl)c1,4,2,1,-1,3,-3,7,-0.4,0

# 3 compounds drawn at random from the list so far:
SMILES,Bcl-xL primary,PME-1 primary,TPT1 inhibitor,PAD4 inh,GSTO1 inh,Fam108B counter,GLD-1 TGE inh,MEX-5 binding,MCL1 BIM primary
C=CCOc1cc(C)nc(-c2ccccc2O)n1,4,0,-2,-6,-4,-1,1,-0.9,1
CN(C)CC(O)COc1ccc(C(C)(C)c2ccc(OCC(O)CN(C)C)cc2)cc1 (configuration not stated),6,8,-2,3,0,-2,5,-5.4,8
CC(=O)c1ccccc1NC(=O)CCCNC(=O)c1ccc(Cl)cc1,1,-1,5,-2,-1,2,-1,-1.0,2

# Next section.
SMILES,Bcl-xL primary,PME-1 primary,TPT1 inhibitor,PAD4 inh,GSTO1 inh,Fam108B counter,GLD-1 TGE inh,MEX-5 binding,MCL1 BIM primary
CNC(=S)N1N=C(c2ccc(C)cc2)CC1c1ccc(N(C)C)cc1 (configuration not stated),-1,14,12,1,7,2,-3,.,-4
O=C1CSCN1c1cc(Cl)ccc1Cl,6,-4,1,-3,-2,6,0,-1.0,-1
CS(=O)(=O)c1cccc(-c2nnc(NC(=O)C3=COCCO3)o2)c1,3,-2,0,0,-4,-2,4,-0.9,4
O=C(NCCc1ccccc1)c1ccc(-n2cnnn2)cc1,3,0,2,-7,1,-5,-3,0.4,-1
COc1cc2c(cc1OC)C(C(=O)N(C)Cc1ccccc1)C(c1cccnc1)N(C)C2=O (configuration not stated),-2,-3,-3,1,-4,2,-5,-0.8,0
CCC1C(=O)NCCN1Cc1nc(-c2ccc(C)s2)oc1C (configuration not stated),4,-3,5,3,8,1,4,-0.6,-3
Nc1nnnn1CC(=O)N/N=C/c1ccccn1,-3,6,0,3,-2,-2,0,-4.1,3
COc1ccc(CC(=O)Nc2cccc(C(=O)Nc3cccc(C)c3)c2)cc1,6,-1,-2,3,8,-3,6,-0.4,118*
O=C(CN1CC(=O)Oc2ccccc21)OCC(=O)c1ccccc1,7,-4,0,-1,27,0,7,-1.9,6
CCOC(=O)N1CCC(NC(=O)C2=CCN(S(=O)(=O)c3ccc(OC)cc3)CC2)CC1,2,-3,-1,0,0,1,-2,1.2,1
CCCn1c(=O)c(C(=O)NNC(=O)c2cccc([N+](=O)[O-])c2)c(O)c2ccccc21,3,0,-2,-2,-4,7,2,0.0,6
COc1cc(OC)cc(C(=O)NCC(=O)OCc2csc(-c3ccccc3)n2)c1,-8,8,-2,0,10,5,-3,4.7,-31
Cc1nnc(-c2cnn(C)c2N)n1Cc1cccc(Cl)c1,-4,5,-1,0,4,-3,-2,-3.6,1
CSc1nnc(-c2cnccn2)n1CCCN1CCCC1=O,0,-1,-1,-2,3,0,-4,0.7,7
COc1cc(S(=O)(=O)Nc2cccc(C)c2)ccc1NC(=O)c1cccnc1,8,-1,1,1,7,-1,4,0.4,14
Cc1nnc(SCC(=O)NC23CC4CC(CC(C4)C2)C3)n(N)c1=O,0,-2,-1,1,-14,1,-2,-0.2,-2
O=C(c1ccc(N2C(=O)C3CCCCC3C2=O)cc1)N1CCCCC1 (configuration not stated),3,0,-1,1,0,-2,0,1.3,-2
COc1ccc(OCC(=O)NNC(=O)c2ccccn2)cc1,7,-3,3,-2,6,2,-6,-5.5,4
CN(C)C(=O)OCC1COc2ccccc2O1 (configuration not stated),2,-4,-5,-1,15,1,6,-1.8,2
COCCSc1nc(N)c2c3c(sc2n1)CN(C)CC3,12,8,4,-3,-7,1,0,0.1,8
O/N=C/c1ccccc1Oc1ccc(Cl)cc1,1,3,-1,-2,-10,0,-1,-4.4,1
CCOC(=O)c1cnc2c(Cl)c(Cl)ccc2c1NCCN1CCOCC1,8,2,4,4,-2,-2,8,-4.1,6
CC(=O)c1ccc(N2CCN(c3ccc(C(F)(F)F)cn3)CC2)cc1,0,7,4,-1,4,0,1,1.0,0
c1ccc(OCCOc2cccc3cccnc23)cc1,-8,6,3,-2,-2,-2,-2,0.0,-24
Cc1c(Cl)cccc1NC(=S)N(CCCN1CCOCC1)Cc1cccs1,-1,0,0,-3,5,-2,-4,-1.0,4
# Continuation:
SMILES,Bcl-xL primary,PME-1 primary,TPT1 inhibitor,PAD4 inh,GSTO1 inh,Fam108B counter,GLD-1 TGE inh,MEX-5 binding,MCL1 BIM primary
CCCCOc1ccc(N(CC(=O)NC2CCCC2)C(=O)CCC(=O)Nc2ccccn2)cc1,1,2,1,-12,-2,-2,-4,-3.3,-8
O=C(c1cccc([N+](=O)[O-])c1)N1CCN(c2ccc(Cl)cc2)CC1,1,4,-2,-4,6,3,-1,-0.1,6
CC(C)CNC(=S)N(CCCN(C)C)Cc1cc2cc3c(cc2[nH]c1=O)OCCO3,5,0,-1,-3,3,-2,3,0.2,8
O=C(c1ccc(-c2cccc(C(F)(F)F)c2)o1)N1CCOCC1,1,2,1,0,1,1,1,-1.2,-7
COc1ccc(C)cc1NC(=O)C(OC(=O)c1ccc(Cl)c(S(=O)(=O)N(C)c2ccccc2)c1)c1ccccc1 (configuration not stated),-1,5,-2,3,-3,-5,3,2.0,8
CCOC(=O)c1c(N2C(=O)C3C4C=CC(C4)C3C2=O)sc2c1CCC(C)C2 (configuration not stated),0,3,-1,-3,-1,-4,6,-0.8,-3
CN(C)/C=N/C(=S)Nc1ccc(Cl)cc1Cl,4,0,-4,-3,-2,2,-7,-2.1,6
Cc1cccn2cc(-c3ccc(Cl)cc3)nc12,0,-10,0,0,-2,-3,4,2.4,4
CC(=O)c1c(C)n(-c2ccc(C)cc2C)c2ccc(O)cc12,4,7,4,-2,-4,-3,5,-0.5,2
O=C(Nc1cccc(C(F)(F)F)c1)Nc1ccc(N2CCCC2)c(S(=O)(=O)Nc2ccccc2Cl)c1,6,20,0,0,-26,35*,0,-0.5,1
Cc1ccc(CSCCC(=O)NCCC2=CCCCC2)cc1,4,-4,1,2,1,-3,4,-0.9,14
CC(C)CC(NC=C1C(=O)OC(C)(C)OC1=O)C(=O)O (configuration not stated),4,8,-1,1,-3,0,3,2.0,6
Cc1ccc2cc(CCNC(=O)Cc3cccs3)c(=O)[nH]c2c1,1,0,1,1,5,-3,2,-1.7,4
COc1ccc(S(=O)(=O)NCCC(=O)NCc2ccc(F)cc2)cc1,1,8,-1,1,-4,2,-3,1.1,4
CC(=O)Nc1ccc(NC(=O)C/C(C)=N/NC(=O)c2cccc3ccccc23)cc1,5,1,1,-3,4,-2,-1,-0.2,5
Cc1ccn(CC(=O)N2CCCC(N3CCN(c4cccc(Cl)c4)CC3)C2)n1 (configuration not stated),5,4,-2,0,-1,2,0,-1.5,-2
COc1ccc(CNC(=O)N2CCN(S(=O)(=O)c3ccc(C)cc3C)CC2)cc1,0,6,-3,3,3,1,3,-0.8,0
CC1Cc2ccccc2N1C(=O)C1CCCN(S(=O)(=O)c2cccc3nsnc23)C1 (configuration not stated),10,-4,-1,-2,1,0,-3,2.3,6
CC1CCC2(CC1)NC(=S)N(C(C)(C)C)N2 (configuration not stated),-3,-1,0,-1,-6,4,-6,1.4,0
CCc1ccccc1NC(=O)CSc1nc2ccccc2n1CC(=O)N1CCCC1,3,-1,-2,-3,-1,-6,-3,-2.5,0
CC(=O)N/C(=C/c1ccccc1)C(=O)NC(Cc1ccccc1)C(=O)O (configuration not stated),4,-1,0,-4,4,-2,3,1.8,-6
COc1ccc(C2=NN(S(C)(=O)=O)C(c3ccc4nccnc4c3)C2)cc1 (configuration not stated),5,1,2,1,8,-1,0,-4.7,9
CCOc1ccc(NC(=O)CCCN2C(=O)C(c3ccccc3)Oc3cccnc32)cc1 (configuration not stated),-3,-4,0,-4,6,-1,2,2.7,0
Nc1nc(CSC(=S)N2CCOCC2)nc(Nc2ccccc2)n1,2,-1,4,-2,4,-2,-1,0.1,-5
COc1ccc(NC(=O)C2Cc3ccccc3CN2C(=O)c2ccco2)cc1 (configuration not stated),3,-5,1,-2,2,0,-5,-0.3,-1
Cc1ccc(F)cc1NC(=O)COC(=O)C1CCN(c2ccc(C(F)(F)F)cn2)CC1,-9,-8,-3,-1,2,-3,7,0.6,-12
Cn1c(N2CCOCC2)c(C#N)c2ccccc21,1,5,-2,0,-3,0,-4,-0.5,6

# These rows are one share of the data (hit frequency here may not be typical).
